Bioassay records from PubChem BioAssay.
mABHD4 FP = ABHD4 inhibitors, primary screen, biochemical, fluorescence polarization, mouse; (Lyso)-N-acylphosphatidylethanolamine lipase (Mus musculus), Q8VD66; purified mABHD4, FP-Rh probe fluorescence polarization; inhibition, % at 8.92 µM; 0.54% of 370,000 active; AID 720543, 2013;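 active = inhibition exceeding the mean over every tested compound plus 3 SD, cut at about 30% in these data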;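 note: 0% = plate median of compound wells and 100% = S159A mutant with DMSO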
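Test system: mouse ABHD4 enzyme, wild type. Reagent: FP-Rh fluorescent activity-based probe, added after compound pre-incubation. Timing: pre-incubation 45 min, probe exposure 60 min, at 25 °C. Technique: FP readout, ex 525 nm / em 598 nm. Benchmarks: high control S159A mutant with DMSO, low control median of compound wells.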
TCR-CD3 inh = inhibitors of human TCR-CD3 interaction, primary screen, biochemical, fluorescence, TAMRA-labeled TCR probe | T-cell receptor (TCR) | inhibition, % at 9.4 µM | 0.37% of 360,000 active | AID 651800, 2012; in the data active = inhibition above about 19%;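 note: recombinant mutant TCR 2C K166C tagged with TAMRA read by polarization; 0% = receptor in buffer alone and 100% = receptor with positive control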
MBD2 inh = inhibitors of MBD2 binding to methylated DNA, primary screen, biochemical, TR-FRET, DNA-binding domain, human; inhibition, % at 4.4 µM; Methyl-CpG-binding domain protein 2 (Homo sapiens), Q9UBB5; 0.31% of 370,000 active; MBD2 binding to methylated oligonucleotide; in the data active = inhibition above about 13%
PRMT1 FP inh = PRMT1 methyltransferase inhibitors, primary screen, biochemical, fluorescence polarization. Protein arginine N-methyltransferase 1 (Homo sapiens), Q99873. 1.3% of 370,000 active. recombinant PRMT1, activity-based probe fluorescence polarization. inhibition, % at 2.79 µM;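 active = inhibition above about 21% made by adding two undisclosed values, limit read from the data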
NPR2 activator = human GC-B receptor activators, primary screen, HEK293 GC-B cells, cGMP TR-FRET, EC30 CNP; 0% at EC30 CNP, 100% saturating CNP; AID 1920062, 2024; Atrial natriuretic peptide receptor 2 (Homo sapiens), P20594; activation, % at 10 µM; 0.11% of 370,000 active;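 active = activation at 10 µM reaching about 35% in either raw or pattern-adjusted values, limit read from the data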
rCAG RNA binder = binders of r(CAG) RNA repeats, primary screen, biochemical, fluorescence. r(CAG) RNA repeat, TO-PRO-1 dye displacement fluorescence. inhibition, % at 3 µM. 1.3% of 370,000 active;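 active = inhibition above the plate cutoff, the mean of all test compounds on that plate plus 3 SD, cut at about 35% in these data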;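 note: 0% = DMSO alone and 100% = 100 µM mitoxantrone as full dye displacement; higher means more dye released from RNA so lower well fluorescence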
HTRA1 inh = HTRA1 serine protease inhibitors, primary screen, biochemical, fluorescence polarization, HTS; Q92743; recombinant HTRA1, FP-rhodamine activity-based probe; 0.5% of 340,000 active; AID 504803, 2011; inhibition, % at 5.96 µM; in the data active = inhibition above about 36%;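 note: 0% = enzyme with DMSO and 100% = wells lacking enzyme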
SIAE inh = human SIAE inhibitors, primary screen, biochemical, fluorescence polarization, FP-Rh probe, 1536-well HTS | Sialate O-acetylesterase (Homo sapiens), Q9HAT2 | SIAE FP-Rh probe binding | inhibition, % at 9.66 µM | 0.69% of 370,000 active;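 active = inhibition above a cutoff: mean of compounds within the control limits plus 3 SD of those, cut at about 17% in these data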;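 note: 0% = plate median of compound wells and 100% = probe without SIAE protein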
UHRF1 binding = UHRF1 methylated DNA binding inhibitors, primary screen, counter-screen for MBD2 inhibitor project, biochemical, TR-FRET, human UHRF1, single concentration; E3 ubiquitin-protein ligase UHRF1 (Homo sapiens), Q96T88; inhibition, % at 4.4 µM; UHRF1 binding to methylated oligo; 0.75% of 370,000 active; AID 687016, 2013; in the data active = inhibition above about 21%;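 note: UHRF1 SRA domain binding a hemimethylated CpG hairpin DNA probe; 0% = median of test compound wells and 100% = reference inhibitor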
Target sequence (Q96T88 whole entry, looked up, the tested form may be a part): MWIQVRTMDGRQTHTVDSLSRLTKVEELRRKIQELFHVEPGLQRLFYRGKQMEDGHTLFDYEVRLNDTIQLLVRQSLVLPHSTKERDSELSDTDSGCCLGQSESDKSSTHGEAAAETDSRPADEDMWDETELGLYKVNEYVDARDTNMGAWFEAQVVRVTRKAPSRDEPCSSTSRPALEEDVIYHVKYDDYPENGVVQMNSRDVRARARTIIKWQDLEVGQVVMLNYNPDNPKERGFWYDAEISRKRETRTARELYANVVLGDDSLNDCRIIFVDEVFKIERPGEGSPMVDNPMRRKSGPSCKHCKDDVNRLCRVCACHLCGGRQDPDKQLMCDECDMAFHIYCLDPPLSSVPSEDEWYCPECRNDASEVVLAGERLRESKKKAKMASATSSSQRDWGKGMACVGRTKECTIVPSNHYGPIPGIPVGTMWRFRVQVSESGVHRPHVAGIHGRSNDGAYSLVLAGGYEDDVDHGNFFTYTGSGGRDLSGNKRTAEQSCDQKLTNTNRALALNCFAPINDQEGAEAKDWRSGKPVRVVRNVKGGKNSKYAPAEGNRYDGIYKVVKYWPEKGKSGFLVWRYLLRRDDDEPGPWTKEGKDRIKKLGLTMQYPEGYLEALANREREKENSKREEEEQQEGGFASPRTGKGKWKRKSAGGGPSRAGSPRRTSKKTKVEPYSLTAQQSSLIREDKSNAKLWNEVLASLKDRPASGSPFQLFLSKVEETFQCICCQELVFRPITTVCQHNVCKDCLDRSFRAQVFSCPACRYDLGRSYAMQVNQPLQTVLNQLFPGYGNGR
GC-A act = GC-A stimulated cGMP production enhancers – HEK293 GC-A cells, cGMP TR-FRET, EC30 ANP, primary screen; Atrial natriuretic peptide receptor 1 (Homo sapiens), P16066; 0% at EC30 ANP, 100% saturating ANP; activation, % at 10 µM; 0.14% of 370,000 active; AID 1671463, 2021; in the data active = activation above about 40%
The depositor's hits bear a star; nt = no result given.

SMILES | mABHD4 FP | TCR-CD3 inh | MBD2 inh | PRMT1 FP inh | NPR2 activator | rCAG RNA binder | HTRA1 inh | SIAE inh | UHRF1 binding | GC-A act
O=C(COC(=O)COc1cccc(C(F)(F)F)c1)NC1CCCC1 | -2.1 | -0.3 | -0.6 | -6.0 | -7.9 | -2.6 | -1.8 | -4.5 | -0.8 | -1.7
COc1ccc(NC(=O)CN(C)CC(=O)Nc2ccc3c(c2)CCC3)cc1 | -1.2 | 2.9 | -1.5 | -4.7 | 0.9 | -6.5 | 7.2 | -1.3 | -2.2 | 0.3
CC(C(=O)NCc1ccccc1)N1C(=O)CN(C)C(=O)c2ccccc21 (stereo unspecified) | 0.7 | 2.5 | 2.6 | -2.5 | -0.3 | -0.1 | 1.8 | -2.0 | 0.5 | -0.3
CSc1ncccc1C(=O)OCC(=O)c1ccccc1 | -8.6 | -1.1 | -5.0 | -3.6 | -2.7 | -1.5 | 10.1 | -5.7 | 2.5 | 5.5
CC(C)C(=O)Nc1ccc(Br)cc1Cl | 1.6 | -7.0 | -4.1 | 0.9 | -0.1 | -3.0 | -0.7 | -1.9 | -0.8 | 1.4
CS(=O)(=O)N(Cc1ccccc1)c1ccc(C(=O)NCCSCc2ccco2)cc1 | 1.0 | -3.8 | 5.8 | 3.0 | -1.1 | -0.5 | -7.4 | -6.5 | -1.5 | 1.1
COc1ccccc1C(=O)N/N=C/c1ccc(Cl)s1 | -0.1 | 6.2 | 1.8 | -0.5 | 4.1 | 0.1 | 2.3 | 4.1 | 0.2 | -4.2
O=C(O)[C@H](Cc1ccccc1)NC(=O)N1CCCCCC1 | -3.4 | -7.9 | 4.1 | 5.1 | 1.5 | 1.9 | 5.7 | 2.5 | 1.6 | 1.4
COc1cccc(NC(=O)c2ccccc2N2C(=O)C3C4C=CC(C5CC45)C3C2=O)c1 (stereo unspecified) | -7.4 | 0.3 | 5.8 | 4.7 | 2.6 | 0.4 | -31.7 | 0.4 | 1.5 | -4.4
COc1ccc([C@H]2CC(=O)C=C(c3cc(OC)ccc3OC)C2)cc1 | -12.4 | 2.0 | -0.9 | -2.3 | -3.3 | -5.4 | -26.3 | 3.5 | 2.3 | 5.4
Clc1ccc(-n2nnnc2-c2ccccc2)cc1 | -1.7 | 1.5 | -6.2 | 3.3 | -2.5 | -2.3 | 5.3 | -0.9 | -0.1 | -2.6
CC(C)Cc1nnc(NC(=O)CCC(=O)Nc2ccc3cn[nH]c3c2)s1 | 2.1 | -2.2 | -5.3 | 0.9 | 0.6 | -1.9 | 0.3 | 6.5 | -2.3 | -1.1
c1ccc2c(c1)CCCN2c1nc(N2CCOCC2)nc(N2CCOCC2)n1 | 2.6 | -2.6 | 0.3 | -1.8 | -0.7 | -7.7 | 3.5 | -1.1 | 0.1 | -1.6
CCN(CC)S(=O)(=O)c1ccc(N2CCCC2)c(NC(=O)CC(C)(C)C)c1 | 3.2 | 1.1 | -1.9 | -4.3 | 1.0 | -5.8 | 5.6 | 4.9 | -4.0 | -0.2
COc1ccc(CCC(=O)OCC(=O)Nc2ccc(OC)c(OC)c2)cc1OC | -7.6 | 1.3 | -6.3 | -6.8 | 7.8 | -1.0 | -4.1 | 1.2 | 1.8 | 2.0

An excerpt from above in order of molecular weight, falling:
SMILES | mABHD4 FP | TCR-CD3 inh | MBD2 inh | PRMT1 FP inh | NPR2 activator | rCAG RNA binder | HTRA1 inh | SIAE inh | UHRF1 binding | GC-A act
CC(C)Cc1nnc(NC(=O)CCC(=O)Nc2ccc3cn[nH]c3c2)s1 | 2.1 | -2.2 | -5.3 | 0.9 | 0.6 | -1.9 | 0.3 | 6.5 | -2.3 | -1.1
COc1ccc(NC(=O)CN(C)CC(=O)Nc2ccc3c(c2)CCC3)cc1 | -1.2 | 2.9 | -1.5 | -4.7 | 0.9 | -6.5 | 7.2 | -1.3 | -2.2 | 0.3
O=C(COC(=O)COc1cccc(C(F)(F)F)c1)NC1CCCC1 | -2.1 | -0.3 | -0.6 | -6.0 | -7.9 | -2.6 | -1.8 | -4.5 | -0.8 | -1.7
Clc1ccc(-n2nnnc2-c2ccccc2)cc1 | -1.7 | 1.5 | -6.2 | 3.3 | -2.5 | -2.3 | 5.3 | -0.9 | -0.1 | -2.6

(next part)
SMILES | mABHD4 FP | TCR-CD3 inh | MBD2 inh | PRMT1 FP inh | NPR2 activator | rCAG RNA binder | HTRA1 inh | SIAE inh | UHRF1 binding | GC-A act
COc1cc(CC(NC(C)=O)C(=O)NC2CCN(C(=O)C3CC3)CC2)cc(OC)c1 (stereo unspecified) | -4.5 | -0.7 | 1.2 | 3.5 | -5.6 | -2.7 | 0.3 | 1.1 | 0.3 | 1.9
COC(=O)Nc1c(-c2ccccc2)nc2ccccn12 | 2.0 | 3.7 | -4.2 | -1.1 | -1.9 | -1.2 | 1.2 | 7.4 | 0.0 | 0.1
O=C1Nc2ccc(Br)cc2C1=Nc1cccnc1 | 1.6 | -0.9 | -7.0 | 1.1 | -13.7 | 3.8 | nt | -3.2 | -8.3 | -14.2
O=C(COC(=O)c1cc(-c2ccc(Cl)s2)nc2ccccc12)NCc1ccco1 | -33.1 | -3.7 | 5.1 | 29.7* | -9.5 | 36.5* | -56.7 | -27.9 | -2.6 | 1.6
COc1ccc(C(=O)NNC(=S)NC2CCCCC2)cc1OC | 5.8 | 2.3 | -3.4 | -2.1 | 3.9 | 0.1 | 2.0 | 8.9 | -1.9 | -3.8
Cc1cccc(NC(=O)Cn2c(=O)oc3cc(S(=O)(=O)N4CCCC4)ccc32)n1 | 1.0 | -1.6 | 5.9 | -0.2 | -4.0 | 2.2 | 4.0 | 7.2 | 1.7 | -11.2
O=C(NCc1c(O)ccc2ccccc12)c1ccccc1 | -18.7 | -3.2 | 10.5 | 6.3 | 1.5 | -1.1 | -23.9 | -1.2 | 4.7 | -2.2
O=C(NCC1CCCO1)c1onc(CSc2ccc(Cl)cc2)c1C(=O)O (stereo unspecified) | -1.8 | 1.8 | -3.5 | 3.1 | -0.1 | 16.8 | 3.6 | 0.1 | -3.9 | 0.0
Oc1cccc(Oc2ncc(C(F)(F)F)cc2Cl)c1 | -11.8 | -1.9 | -0.4 | 4.9 | 7.9 | 1.9 | -5.3 | 1.7 | 0.8 | -2.3
COCCCC1CCN(C(=O)C2CCC(=O)N(CCc3cccc(F)c3)C2)CC1 (stereo unspecified) | 3.6 | 6.4 | 1.3 | -3.9 | 2.5 | -9.6 | -6.5 | -3.6 | 0.3 | -1.9
CCOP(=O)(OCC)C(Nc1ccccc1)c1ccco1 (stereo unspecified) | 5.7 | 5.1 | -0.8 | 3.1 | -5.0 | -5.4 | 5.0 | -5.3 | 1.0 | 1.6
O=C(CC(c1ccco1)S(=O)(=O)c1ccccc1)c1ccc(F)cc1 (stereo unspecified) | 12.5 | -0.1 | 1.4 | 28.5* | -0.7 | 2.9 | -0.8 | 11.8 | 3.5 | 31.6
CCOC(=O)N1CCN(C(=O)CSc2nnc(CNC(=O)c3c(F)cccc3Cl)o2)CC1 | -0.4 | -1.8 | -0.6 | -1.3 | 3.1 | 1.4 | -9.0 | -3.2 | 2.3 | 0.8
Cc1csc(NC(=O)CSc2nnnn2C)n1 | -2.1 | -0.8 | -3.8 | -2.5 | 5.9 | -2.8 | 1.8 | 5.4 | 0.0 | 1.8
O=C(CSc1nnc(NC(=O)C2CC2)s1)Nc1ccccc1C(F)(F)F | -1.6 | 0.7 | 3.3 | -5.4 | 1.1 | -1.3 | -6.1 | 9.0 | 0.3 | -0.6
COc1ccc(CCN2C(=O)COc3ccccc3C2C(=O)NCc2ccccc2)cc1OC (stereo unspecified) | 4.1 | 0.7 | 1.7 | 1.5 | 2.6 | 1.1 | nt | 0.8 | 23.0* | 1.3
CC(=O)c1ccccc1OC(=O)c1c(F)cccc1F | -3.0 | 5.1 | 6.2 | -9.6 | 6.4 | -2.8 | -1.1 | -2.6 | -1.5 | -1.2
CC(NCc1ccc2c(c1)OCO2)C(=O)N1CCc2ccccc21 (stereo unspecified) | 9.9 | -6.5 | 3.2 | 0.2 | 0.9 | -5.2 | -2.7 | 2.8 | 1.9 | -2.4
CN(c1ccccc1C(=O)Nc1cccc(C(F)(F)F)c1)S(C)(=O)=O | 1.8 | 3.8 | 0.1 | 3.0 | -5.0 | 6.7 | 2.3 | 3.0 | 3.6 | 0.8
CCC(=O)N1c2ccc(S(=O)(=O)N3CCN(CC)CC3)cc2CC1C (stereo unspecified) | -0.1 | -5.2 | -3.9 | -2.6 | 6.6 | -3.0 | 3.8 | -7.4 | 1.0 | -0.9
Cc1cc(C(=O)Nc2cccc3cccnc23)ccc1[N+](=O)[O-] | 5.2 | -1.3 | -0.8 | -0.7 | -4.3 | 1.5 | 3.7 | -0.3 | 0.0 | 5.2
OC(COc1c(Cl)cc(Cl)cc1Cl)CN1CCCCC1 (stereo unspecified) | -3.9 | 6.0 | 3.0 | -3.4 | -6.4 | 2.7 | -35.5 | -8.2 | 3.4 | -0.7
COc1ccc(C(=O)[C@H]2[C@H]3C(=O)N(c4ccc(OC(C)=O)cc4)C(=O)[C@H]3C3C=CC=NN32)cc1 (stereo partly specified) | 2.3 | -8.1 | -0.4 | 0.0 | -1.4 | 18.7 | 5.0 | 5.3 | -1.1 | 2.1
O=C(OCc1nnc(-c2ccccc2)o1)C1CC(=O)N(c2ccccc2)C1 (stereo unspecified) | 3.2 | 7.4 | -0.3 | 1.2 | -1.6 | -6.3 | 4.2 | -0.9 | 0.5 | 1.9
Cc1nnc(SCC(=O)Nc2ccccc2F)n(N)c1=O | -1.4 | 0.0 | 0.4 | 3.4 | 5.0 | -1.9 | 0.8 | -1.6 | 3.2 | -2.3
CNC(=S)Nc1ccc([N+](=O)[O-])c(C)c1 | -5.2 | -1.7 | 3.5 | 2.1 | -0.5 | -0.2 | -0.5 | -1.9 | 0.2 | 1.2
COc1ccc(C2CC(=O)CCN2S(=O)(=O)c2ccc(C)cc2)cc1 (stereo unspecified) | 2.3 | -0.1 | 1.1 | 0.2 | -5.3 | 3.4 | 1.9 | 4.3 | -1.2 | -3.4
Cc1ccccc1NC(=O)c1c(Cl)nc(C)c(Cl)c1C | -12.7 | -3.1 | 7.2 | 1.5 | 3.9 | -2.6 | -5.6 | -10.0 | 6.1 | -4.7
CN1CCC(OC(=O)COc2ccc(F)cc2)CC1 | -0.3 | 1.8 | -2.0 | 3.5 | -2.9 | -3.1 | -2.1 | -3.4 | 1.1 | 7.7
O=C(CNC(=O)N1CC(=O)Nc2ccccc21)NCCc1c[nH]c2ccccc12 | 3.1 | 3.1 | 5.4 | -3.6 | 2.0 | -1.1 | -0.2 | 7.5 | 0.9 | 3.4

These rows are one share of the data; rates above refer to the full screens.
